Screening results deposited in PubChem by several laboratories.
KCNQ1 block: inhibitors of human KCNQ1 potassium channel. P51787. B-score at 10 µM. CHO-K1 KCNQ1, FluxOR thallium flux fluorescence; active compounds read high. actives 1.3% (n = 310,000);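 active = compounds whose thallium flux B-score, printed positive for inhibition, exceeds three library SD while starting fluorescence stays within three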;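 note: channel opened by potassium depolarization with thallium stimulus after 20 min compound exposure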
ANO1 activ: activates or potentiates the mouse TMEM16A chloride channel | Q8BHY3 | HEK293 TMEM16A/YFP-H148Q/I152L, iodide quench fluorescence; active compounds read low | B-score at 10 µM | actives 0.3% (n = 340,000) | AID 623877;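 active = fluorescence-ratio B-score plate-corrected deviation score at least 3 library SD below zero, with starting fluorescence score within 5 deviations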;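 note: channel opened by trigger with iodide after compound preincubation; score built on the fluorescence ratio of max minus min over baseline; more negative score means more quench and so TMEM16A activation or potentiation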
hERG rescue: shields human hERG channel from block by proarrhythmic agents; AID 1511; activation (rescue from dofetilide block), less the hit threshold, % at 10 µM; Q12809; actives 0.51% (n = 310,000); CHO-hERG, FluxOR thallium flux, dofetilide IC70 present;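 active = activation above the mean of controls blocked by dofetilide plus 5 SD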;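 note: thallium influx through hERG after potassium depolarization seen as dye fluorescence rise; in these data hits start at about 4.7%; inactives centre near -7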
Target sequence (Q12809 whole entry, looked up): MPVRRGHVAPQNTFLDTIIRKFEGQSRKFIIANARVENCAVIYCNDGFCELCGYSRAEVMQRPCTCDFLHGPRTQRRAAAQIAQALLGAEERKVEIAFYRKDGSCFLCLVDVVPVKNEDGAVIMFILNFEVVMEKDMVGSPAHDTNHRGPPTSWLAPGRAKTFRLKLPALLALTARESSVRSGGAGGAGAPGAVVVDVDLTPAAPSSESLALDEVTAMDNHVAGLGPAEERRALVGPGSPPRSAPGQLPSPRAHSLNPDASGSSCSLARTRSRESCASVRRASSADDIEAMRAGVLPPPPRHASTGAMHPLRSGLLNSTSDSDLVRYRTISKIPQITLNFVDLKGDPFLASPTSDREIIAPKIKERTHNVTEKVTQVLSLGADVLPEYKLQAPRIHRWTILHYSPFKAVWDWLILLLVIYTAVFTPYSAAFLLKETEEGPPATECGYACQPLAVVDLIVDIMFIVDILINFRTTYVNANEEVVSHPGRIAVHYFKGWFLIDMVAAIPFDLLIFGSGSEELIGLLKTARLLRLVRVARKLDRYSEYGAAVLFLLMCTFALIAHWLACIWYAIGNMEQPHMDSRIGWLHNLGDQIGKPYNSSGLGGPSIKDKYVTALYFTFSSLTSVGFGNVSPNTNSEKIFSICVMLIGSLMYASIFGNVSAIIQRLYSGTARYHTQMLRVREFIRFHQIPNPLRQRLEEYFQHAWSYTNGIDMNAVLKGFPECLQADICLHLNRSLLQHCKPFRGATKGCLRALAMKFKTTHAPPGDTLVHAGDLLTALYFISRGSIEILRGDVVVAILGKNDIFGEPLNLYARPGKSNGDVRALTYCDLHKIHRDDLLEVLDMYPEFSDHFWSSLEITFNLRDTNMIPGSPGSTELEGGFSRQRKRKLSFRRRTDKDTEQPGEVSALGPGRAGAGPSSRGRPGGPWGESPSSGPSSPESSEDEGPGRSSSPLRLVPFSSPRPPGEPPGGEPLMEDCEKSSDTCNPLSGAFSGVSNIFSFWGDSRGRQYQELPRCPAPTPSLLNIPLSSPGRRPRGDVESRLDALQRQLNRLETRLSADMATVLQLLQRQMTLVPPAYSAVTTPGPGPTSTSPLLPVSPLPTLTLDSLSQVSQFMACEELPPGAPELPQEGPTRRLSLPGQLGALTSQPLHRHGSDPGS
KCNK9 block: human KCNK9 channel inhibition. Q9NPC2. HEK293 KCNK9, FluxOR thallium flux fluorescence; active compounds read low. B-score at 10 µM. actives 1.2% (n = 310,000). AID 488922;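 active = ratio B-score over 3 SD below the library mean, with starting fluorescence within 5 SD of its mean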;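 note: negative B-score means less thallium flux so channel inhibition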
Dyrk1A ADPGlo: blocks rat Dyrk1A kinase activity. AID 504441. Q63470. ADP-Glo luminescence, NFATc1 peptide. inhibition, % at 12.5 µM. actives 0.43% (n = 310,000); in the data active = inhibition above about 50%;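 note: plate controls were vehicle with enzyme for no effect and no enzyme for full effect; many of its hits are not listed in these tables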
KCNK3 inh: human KCNK3 channel inhibition, primary screen; CHO-KCNK3 thallium flux, FluxOR fluorescence; active compounds read low; B-score at 10 µM; actives 0.84% (n = 340,000); AID 602410;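 active = B-score under library mean minus 4 SD, starting fluorescence ratio at most library mean plus 5 SD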;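 note: more negative B-score means stronger inhibition of thallium flux through KCNK3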
TRPC4 agonist: opens the mouse TRPC4 cation channel | Q9QUQ5 | HEK293 TRPC4beta/mu-opioid, Fluo4 calcium fluorescence; active compounds read high | B-score at 10 µM | actives 0.49% (n = 310,000) | AID 2237;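 active = B-score above 5 SD of library B-scores, and initial fluorescence ratio not above library mean plus 5 SD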;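 note: positive B-score marks a calcium rise read as TRPC4 activation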
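Material: HEK293 stable line with TRPC4beta plus mu-opioid receptor; technique: Fluo4 calcium-sensitive dye fluorescence, kinetic, 1 Hz baseline; timing: Fluo4 dye loading 45 min at room temperature, 110 s recording; controls: assay buffer as low control, maximal DAMGO as high control; read-out: integrated baseline-normalised fluorescence ratio, converted to per-well B score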
HDAC3 inh: human HDAC3 inhibition; inhibition, % at 8.3 µM; O15379; recombinant HDAC3, fluorogenic peptide/trypsin coupled, fluorescence; actives 0.15% (n = 320,000); AID 2718; in the data active = inhibition above about 26%, passing the limit was not always enough
ANO1 block: mouse TMEM16A channel inhibition, primary screen; Q8BHY3; AID 588511; actives 1.2% (n = 310,000); normalized B-score (activity score, 25-100; higher = stronger inhibition) at 10 µM; HEK293 TMEM16A/YFP iodide influx fluorescence, ionomycin;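 active = ratio plate-corrected score three or more library SD toward inhibition, starting fluorescence score within five deviations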;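 note: score derived from kinetic fluorescence span divided by baseline fluorescence per well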
KCNQ1 pot: potentiates or activates the human KCNQ1 potassium channel; CHO-K1 KCNQ1, thallium flux FluxOR fluorescence; active compounds read high; P51787; actives 0.35% (n = 310,000); B-score at 10 µM;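 active = fluorescence ratio B-score, a plate-corrected score, at least three library SD, with initial intensity B-score within 5 SD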
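System: CHO-K1 cells stably expressing KCNQ1 / Medium: assay buffer for compound exposure, DMSO matched across wells / Reagent: thallium- and potassium-containing depolarizing buffer / Compound: one concentration, matched DMSO / Incubation: 20 min compound pretreatment at room temperature / Measured by: kinetic FluxOR fluorescence, 10 s baseline plus 110 s post-stimulus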
TRPC4 PAM: allosteric potentiators of mouse TRPC4 channel | Q9QUQ5 | HEK293 TRPC4beta/mu-opioid, DAMGO EC20, Fluo-4 Ca2+ flux; active compounds read high | B-score at 10 µM | actives 0.42% (n = 310,000) | AID 2227;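 active = B-score of calcium response area above 5 SD of library B-scores, with initial fluorescence ratio within 5 SD of library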;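 note: B-score of integrated fluorescence ratio over time as area under calcium response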
The depositor's hits bear a star; i = inactive; / = no result given. Some of the compounds tested; count on the stated rates, not on these rows.

molecule,KCNQ1 block,ANO1 activ,hERG rescue,KCNK9 block,Dyrk1A ADPGlo,KCNK3 inh,TRPC4 agonist,HDAC3 inh,ANO1 block,KCNQ1 pot,TRPC4 PAM
CC(=O)Nc1cccc(NC(=O)c2ccc3c(c2)CCN3S(=O)(=O)c2ccccc2)c1,i,i,-8.8,i,8.7,i,i,-6.8,i,i,i
CCOC(=O)C1=C(C)N=c2s/c(=C\c3cccc(OCC(=O)O)c3)c(=O)n2C1c1ccccc1OC (centres undefined),i,i,1.1,i,0.5,i,i,-7.7,i,i,i
Cc1ccc(NC(=O)CSc2nnc(C)n2-c2ccccc2)cc1,i,i,-3.9,i,1.9,i,i,-3.8,i,i,i
Cc1ccc(C(=O)COc2nc(C)cc(C)c2C#N)cc1,i,i,-19.8,i,17.8,i,i,-2.1,i,i,i
COc1cccc(C2CC(c3ccccc3Cl)n3nnnc3N2)c1 (centres undefined),i,i,-1.2,i,0.8,i,i,-3.0,i,i,i
Cn1c(NC(=O)c2cccnc2)nc2ccccc21,i,i,-4.0,i,9.7,i,i,19.5,i,i,i
COc1ccc(C(C#N)Nc2ccccc2C)cc1 (centres undefined),i,i,-11.3,i,1.5,i,i,-0.7,i,i,i
COC(=O)c1ccc(CN2CCN(CC(C)C)C(CCO)C2)cc1 (centres undefined),i,i,-18.6,i,14.4,i,i,2.9,i,i,i
CCOC(=O)N1CCN(C(=O)CNC(=O)Cc2ccc(Cl)cc2)CC1,i,i,-6.4,i,3.1,i,i,-7.9,i,i,i
CCc1ccc(/C=N/NC(=O)c2cc(-c3ccccc3OC)nc3ccccc23)s1,6*,i,-9.7,i,-7.9,i,i,7.7,i,i,i
COc1ccc(CN2CCSCC2)c(OC)c1C,i,i,-4.5,i,4.3,i,i,-4.2,i,i,i
Cc1cc(/C(N)=N/OC(=O)Nc2cccc(C(F)(F)F)c2)no1,i,i,-3.3,i,7.8,i,i,-10.5,i,i,i
CCOC(=O)c1ccc(NC(=O)Nc2ncc(Cl)cc2Cl)cc1,i,/,-4.6,i,/,/,i,-0.4,i,i,i
Cn1cnnc1-c1cccc(NS(=O)(=O)c2ccc(N3CCCC3=O)cc2)c1,i,i,-3.7,i,3.1,i,i,-5.7,i,i,i
O=C(OCc1nc2ccccc2s1)c1ccco1,i,i,-13.9,i,-9.7,i,i,-1.2,i,i,i
O=C(CN(Cc1ccccc1)S(=O)(=O)c1ccc2c(c1)OCCO2)N/N=C/c1cccc(Br)c1,i,i,-7.6,i,5.1,i,i,11.4,i,i,i
CCOC(=O)CCn1c(=S)n(CCC(=O)OCC)c2ccccc21,i,i,-11.5,i,/,i,i,4.1,i,i,i
CCNC(=S)NS(=O)(=O)c1ccc(CC)cc1,i,i,-3.9,i,2.6,i,i,3.7,i,i,i
OCC1(CCOc2ccccc2)CCN(Cc2ccccc2C(F)(F)F)CC1,i,i,-3.4,i,2.6,i,i,2.0,i,i,i
COc1ccc(Nc2nc(N)nc(CSC(=S)N3CCOCC3)n2)cc1,i,i,-9.0,i,-0.2,i,i,1.0,i,i,i
O=C(CSc1nc(-c2ccccc2)c(-c2ccccc2)[nH]1)NCCN1C(=O)CSC1=O,i,i,-14.6,i,-4.8,i,i,0.3,i,i,i
CCC(=O)N(NC1=NS(=O)(=O)c2ccccc21)S(=O)(=O)c1ccc(C)cc1,i,i,-18.6,i,3.3,i,i,-2.2,i,i,i
Cc1cccc(Nc2nc(N)c([N+](=O)[O-])c(N3CC(C)OC(C)C3)n2)c1 (centres undefined),i,i,-10.1,i,29.7,-8.96*,i,5.1,i,i,i
CCc1nc2ccccc2n1CCC(C)C,i,i,-3.8,i,-1.7,i,i,5.9,i,i,i
Cc1ccccc1N(Cc1cc(=O)[nH]c2ccccc12)C(=O)CCl,i,i,-7.1,i,1.2,i,i,2.8,i,i,i
Cc1ccccc1Cn1c(CN2CCN(C(=O)c3ccco3)CC2)nc2c1c(=O)n(C)c(=O)n2C,i,i,-15.2,i,1.4,i,i,-7.5,i,i,i
CCC(Cc1ccccc1)NS(=O)(=O)c1c(C)nc2scc(C)n2c1=O (centres undefined),i,i,-7.2,i,0.8,i,i,-2.6,i,i,i
C=CCc1cc(C)ccc1OCC(O)CN1CCN(c2ccccc2)CC1 (centres undefined),i,i,-17.7,i,-2.6,i,i,1.6,i,i,i
CCCSc1nsc(SCCC)c1C(N)=O,i,i,-12.1,i,0.1,i,i,-0.3,i,i,i
COc1ccc(-c2cc(C(F)(F)F)nc(SCCC(=O)N3CCCC3)n2)cc1,i,i,-9.5,i,3.3,i,i,2.8,100*,i,i
Cc1ccc(-c2nnc3n2N=C(c2ccccc2Br)CS3)cc1,i,i,-2.3,i,40.1,i,i,4.2,i,i,i
Cc1c(CCOC(=O)CC23CC4CC(CC(C)(C4)C2)C3)sc[n+]1Cc1ccc([N+](=O)[O-])cc1,i,i,-10.4,i,1.2,i,i,2.0,i,i,i
Cc1cccc(OCc2nc(-c3cccnc3)no2)c1,i,i,-10.9,i,14.1,i,i,-6.8,i,i,i
CCOc1ccc(N(CC(=O)NC2CCCCC2)C(=O)CCCC(=O)Nc2ccccn2)cc1,i,i,-4.3,i,-4.7,i,i,3.7,i,i,i
Cc1cc(C)n2nc(C(=O)NCCc3ccccc3)nc2n1,i,i,-5.1,i,-7.4,i,i,3.8,i,i,i
Cc1cnc(CNC(=O)c2ccc3oc(Cc4ccc(Cl)cc4)nc3c2)cn1,i,i,-5.3,i,4.8,i,i,-3.7,i,i,i
COc1cc(Nc2ccccn2)cc(C(=O)Nc2cccc(C(F)(F)F)c2)c1,i,i,-6.7,i,7.5,i,i,-4.3,i,i,i
CC(CCc1ccccc1)NC(=O)c1cncc(Br)c1 (centres undefined),i,i,-0.4,i,4.9,i,i,5.4,i,i,i
C=CCn1ccc2c([N+](=O)[O-])cccc2c1=O,i,i,-5.3,i,9.1,i,i,3.8,i,i,i
OC(CNCc1ccccc1)COCc1ccc(Cl)cc1 (centres undefined),i,i,-13.9,i,-1.2,i,i,-4.9,i,i,i
CN(C)CCCNC(=O)c1cc(C(=O)Cc2ccc(Cl)cc2)c[nH]1,i,i,-9.3,i,5.8,i,i,4.0,i,i,i
CCn1c(SCC(=O)Nc2nc(C)cs2)nnc1-c1cccnc1,i,i,-6.1,i,-6.7,i,i,1.3,i,i,i
CCOC(=O)NC(Nc1nnc(C)s1)(C(=O)OCC)C(F)(F)F (centres undefined),i,i,-4.6,i,21.2,i,i,0.8,i,i,i
COc1cc(S(=O)(=O)Nc2ccc(C(=O)NCC(=O)O)cc2)ccc1NC(C)=O,i,i,-11.8,i,-8.0,i,i,1.5,i,i,i
CCN(CC)Cc1cc(O)c(CN(CC)CC)cc1O,i,i,-3.4,i,1.6,i,i,/,/,i,i
COCCNC(=O)c1cn(Cc2c(F)cccc2Cl)nn1,i,i,-5.8,i,6.4,i,i,-6.8,i,i,i
CC(C)(C)c1ccc(C(=O)NCCCNC(=O)c2ccccn2)cc1,i,i,0.6,i,2.7,i,i,-2.6,i,i,i
COc1cc(C(=O)NCCC2=CCCCC2)cc(OC)c1OC,i,i,-13.4,i,3.6,i,i,-6.9,i,i,i
Cc1ccccc1S(=O)(=O)NCC1CCCO1 (centres undefined),i,i,-3.6,i,-0.4,i,i,1.3,i,i,i
NS(=O)(=O)c1ccc(N2CCN(CCOc3ccc(Cl)cc3)CC2)nc1,i,i,-8.6,i,2.1,i,i,0.6,i,i,i
COC(=O)CN1C(=S)N(c2ccc(Cl)cc2)C(=O)C1CC(=O)Nc1ccc(Cl)cc1 (centres undefined),i,i,-15.1,i,0.7,i,i,0.8,i,i,i
COc1ccc(C2=CSC3=NCCN23)cc1Cl,i,i,-2.7,i,9.4,i,i,-4.7,i,i,i
COc1ccc(-n2nnnc2CNC(=O)c2ccc(S(=O)(=O)N3CCOCC3)cc2)cc1,i,i,-9.4,i,2.4,i,i,-0.4,i,i,i
CC(C)(C)C(=O)Nc1ccc2c(c1)OCCOCCOc1cc(NC(=O)C(C)(C)C)ccc1OCCOCCO2,i,i,-12.2,i,-5.0,i,i,2.9,i,i,i
c1ccc(Oc2ccc3ccccc3n2)cc1,i,i,-7.0,i,-1.5,i,i,3.6,i,i,i
COCCCN1C(=O)c2ccc(C(=O)N3CCN(c4ccccc4OC)CC3)cc2C1=O,i,i,-4.7,i,/,i,i,-0.8,i,i,i
COc1ccc(-n2nnc3c(=O)n(CC(=O)OCc4ccccc4)cnc32)cc1,i,i,-8.9,i,-0.2,i,i,/,i,i,i
Cc1ccc(-c2cc(C(=O)NC3=NCCS3)c3cc(Br)ccc3n2)o1,i,/,-17.2,i,/,/,i,7.0,i,i,i
Cc1cc(Cl)ccc1Oc1cccc(C(=O)/C(C#N)=C/N(C)C)c1,i,i,-0.5,i,-1.9,i,i,1.4,i,i,i
COc1ccc(N2CCN(C3CCCN(C(=O)CCN4CCCCO4)C3)CC2)cc1 (centres undefined),i,i,-12.7,i,-3.1,i,i,/,/,i,i

(list continues)
molecule,KCNQ1 block,ANO1 activ,hERG rescue,KCNK9 block,Dyrk1A ADPGlo,KCNK3 inh,TRPC4 agonist,HDAC3 inh,ANO1 block,KCNQ1 pot,TRPC4 PAM
COc1cc(NC(=O)CCS(=O)(=O)c2ccc3nc(C)sc3c2)cc(OC)c1OC,i,i,-3.8,i,5.8,i,i,0.8,i,i,i
O=C(Cn1cc(C(F)(F)F)ccc1=O)Nc1ccccc1,i,i,-4.7,i,-3.4,i,i,/,i,i,i
COc1ccc(C2/C=C\CN(CC3CC3)CC(=O)N2Cc2ccc(F)cc2)cc1 (centres undefined),i,i,-12.5,i,5.9,i,i,2.4,i,i,i
CCOC(=O)C1C(=O)C(C(=O)OCC)C(c2cccnc2)NC1c1cccnc1 (centres undefined),i,i,-8.4,i,-1.0,i,i,6.5,i,i,i
COc1ccc(C(=O)NCc2ccccc2OC)cc1,i,i,-10.8,i,3.6,i,i,2.4,i,i,i
N#CCCN(Cc1cccnc1)C(=S)NC(=O)c1ccc(S(=O)(=O)N2CCCC2)cc1,i,i,-13.2,i,-12.4,i,i,-7.3,i,i,i
O=C(NCc1cccc(C(F)(F)F)c1)c1cc(Cl)cc(Cl)c1,i,i,-3.5,i,4.6,i,i,-2.3,i,i,i
CCN(CC(=O)NC(=O)NCc1ccccc1)Cc1ccccc1,i,i,-11.9,i,-6.6,i,i,-0.5,i,i,i
